GPR35 antagonists: inhibition of zaprinast-stimulated GPR35 beta-arrestin translocation – imaging, U2OS, beta-arrestin-GFP, zaprinast agonist, primary screen (AID 2058) | hit rate 0.052% among 290,000 | U2OS GPR35 beta-arrestin-GFP translocation imaging, zaprinast antagonism; higher % means a stronger effect | inhibition, % at 10 µM; hits with a dose series show IC50 in µM;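 active = inhibition of at least 50% with at least 30 cells and total cytoplasm GFP at most 10,000,000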
GPR55 LPI antagonism: inhibition of LPI-stimulated GPR55 beta-arrestin translocation – imaging, U2OS, beta-arrestin-GFP, LPI agonist, primary screen (AID 2013) | U2OS GPR55 beta-arrestin-GFP translocation imaging, LPI antagonism; higher % means a stronger effect | inhibition, % at 10 µM; hits with a dose series show IC50 in µM | hit rate 0.13% among 290,000;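 active = spots per cell inhibited over 60%, with over 100 cells counted and total cytoplasm intensity under 500,000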;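 also: U2OS cells stably carrying GPR55 and arrestin-GFP stimulated by 5 µM LPI near EC80; imaged beta-arrestin-GFP aggregate spots per cell after agonist stimulation; plate controls were LPI-stimulated DMSO wells for no effect and DMSO wells without LPI for full effect; some results filed as inactive read as strong as hits; confirmed hits need IC50 under 10 µM and bright autofluorescent wells are also inconclusive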
AID2073: disruptors of CaV2.2 binding to Mint1 – biochemical, HTRF (AID 2073); HTRF protein-protein interaction, Mint1-CaV2.2; higher % means a stronger effect; hit rate 0.19% among 290,000; one-dose inhibition, % at 20 µM; IC50 in µM for titrated hits; in the data active = inhibition mostly above about 51%, no sharp cut-off; also: some results filed as inactive read as strong as hits
NTR1 agonist: agonists of NTR1, primary screen, imaging, U2OS cells, beta-arrestin-GFP, high content (AID 493036); hit rate 0.17% among 330,000; NTR1-U2OS beta-arrestin-GFP spot imaging, agonist mode; activation, % at 20 µM; P30989;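 active = activation at or above 40% of the spot to cytoplasm intensity ratio, with at least 20 cells analyzed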;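 also: 0% = DMSO without peptide and 100% = 100 nM NTR1 peptide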
Target sequence (P30989 whole entry, looked up): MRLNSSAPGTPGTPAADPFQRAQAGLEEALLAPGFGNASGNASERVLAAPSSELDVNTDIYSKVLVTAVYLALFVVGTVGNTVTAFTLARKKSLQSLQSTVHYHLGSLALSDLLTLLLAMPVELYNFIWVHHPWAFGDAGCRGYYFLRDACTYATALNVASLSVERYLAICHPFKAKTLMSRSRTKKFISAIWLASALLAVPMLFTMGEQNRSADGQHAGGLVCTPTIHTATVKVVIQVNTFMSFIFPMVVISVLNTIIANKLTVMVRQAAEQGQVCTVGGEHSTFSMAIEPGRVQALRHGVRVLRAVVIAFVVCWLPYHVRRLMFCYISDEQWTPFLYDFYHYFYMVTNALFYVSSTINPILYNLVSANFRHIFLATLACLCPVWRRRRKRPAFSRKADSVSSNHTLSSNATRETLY
Yfh1-off respiration: mitochondrial function rescue without frataxin homolog – Friedreich's ataxia, plus single-dose screen, dose response (AID 1465) | S. cerevisiae Yfh1-off respiration, WST-1 reduction, 72 h; higher fold induction means a stronger effect | fold induction at 50 µM; hits with a dose series show EC50 in µM | hit rate 0.074% among 220,000;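 active = fold induction of absorbance versus untreated yeast above a set limit, then at least 30% activation at any dose in follow-up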;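 also: activators that raise dye reduction in frataxin-depleted yeast; strong numbers were not always called active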
Rac1 GTP hydrolysis: MgcRacGAP GTPase-activating activity inhibitors, confirmation, biochemical, ADP Hunter fluorescence | MgcRacGAP-stimulated Rac1 GTP hydrolysis, ADP Hunter fluorescence; higher % means a stronger effect; GST-tagged Rac1 F28L mutant substrate | inhibition, % at 30 µM, or IC50 in µM where a hit was titrated | hit rate 0.6% among 340,000;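 active = first-screen hits whose inhibition reached a set limit at any dose in the follow-up dose series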;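 also: fluorescence reports GDP produced by GAP-driven GTP hydrolysis; strong numbers were not always called active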
NS5 inhibitors: flavivirus cap methylation enzyme inhibition – biochemical, confirmation dose response, primary screen (AID 588689); hit rate 0.3% among 340,000; one-dose inhibition, % at 25 µM; IC50 in µM for titrated hits; Dengue-2 NS5 methyltransferase capping enzyme assay, biochemical; higher % means a stronger effect; in the data active = a potency from the dose series
GPR55 activation: selective activators of receptor GPR55 – imaging, U2OS cells, beta-arrestin-GFP redistribution, primary screen (AID 1961); hit rate 0.048% among 290,000; U2OS GPR55 beta-arrestin-GFP redistribution imaging; higher % means a stronger effect; one-dose activation, % at 10 µM; EC50 in µM for titrated hits;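 active = activation above 40% with more than 50 cells counted in the well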;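 also: U2OS osteosarcoma cells stably expressing GPR55 and beta-arrestin-GFP; plate controls were DMSO negative control for no effect and LPI positive control for full effect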
Large T inhibition: SV40 large T antigen inhibitors, biochemical (AID 1903) | inhibition, % at 20 µM, or IC50 in µM where a hit was titrated | hit rate 0.39% among 310,000 | SV40 large T antigen ATPase/helicase inhibition assay; higher % means a stronger effect; in the data active = a potency from the dose series; also: strong numbers were not always called active
NTR1 agonist cell count 20 µM: second read-out of NTR1 agonist, no call of its own (marks repeat the call); cell count; measured here: cell count, cytotoxicity flag
Active calls of the source: *; i = inactive; · = no result given.

#	smiles	GPR35 antagonists	GPR55 LPI antagonism	AID2073	NTR1 agonist	NTR1 agonist cell count 20 µM	Yfh1-off respiration	Rac1 GTP hydrolysis	NS5 inhibitors	GPR55 activation	Large T inhibition
1	CCOC(=O)CSc1nc(=O)n2cc(C)ccc2n1	-17%	1%	3%	0.3	45	i	-2%	1%	0.6%	8%
2	N#Cc1ccc(CSc2nnc(-c3ccccn3)n2-c2ccc(Cl)cc2)cc1	-3%	29%	-1%	-0.5	73	i	5%	-10%	-0.2%	9%
3	CCN(C(=O)c1cccc(S(=O)(=O)N(C)C)c1)C12CC3CC(CC(C3)C1)C2	9%	-4%	6%	3.4	104	·	-4%	-11%	0.0%	8%
4	CCNc1ccc(C(=O)O)cc1N	-4%	6%	9%	0.1	89	i	21%	-1%	-0.3%	11%
5	Cc1cccc(CCNC(=O)CC2C(=O)NCCN2Cc2ccc(F)c(F)c2)n1 (stereo not drawn)	16%	7%	-9%	2.2	54	i	-9%	-5%	0.2%	22%
6	CN(C)c1oc(-c2ccc(OCc3ccc(Cl)cc3)cc2)nc1C#N	11%	8%	6%	6.8	86	i	8%	-6%	-0.1%	16%
7	CCOC(=O)c1nnsc1N	-11%	8%	6%	1.2	45	i	1%	2%	-0.1%	3%
8	O=C(NNS(=O)(=O)c1ccc(F)cc1)c1ccc([N+](=O)[O-])cc1Cl	18%	9%	4%	-0.5	44	·	11%	-3%	-0.2%	2%
9	CCc1nnc(NS(=O)(=O)c2ccc(NC(=O)/C=C/c3ccc(OC)cc3OC)cc2)s1	-3%	1.4µM*	7%	-1.1	68	i	6%	-1%	0.0%	15%
10	Cc1cc(C)c2c3c(sc2n1)C1(CCSCC1)C(C#N)=C(N)O3	16%	-4%	-13%	27	49	i	11%	-4%	-0.4%	7%
11	COc1ccc(CSc2nnnn2-c2ccc(O)cc2)cc1F	-5%	0%	2%	0.2	56	·	2%	-11%	0.2%	5%
12	O=P(c1ccccc1)(c1ccccc1)c1ccc(O)cc1	3%	-1%	3%	0.3	66	·	8%	7%	0.3%	5%
13	CCCC(c1nnnn1CCOC)N1CCN(c2nc3ccccc3s2)CC1 (stereo not drawn)	-6%	11%	-5%	-0.2	34	i	11%	1%	-0.4%	4%
14	CCc1nnc(NC(=O)CN2CCN(S(C)(=O)=O)CC2)s1	-3%	9%	0%	1.1	48	·	6%	-1%	-0.2%	15%
15	O=C(CSc1nc2ncccc2[nH]1)c1ccc(F)cc1	5%	-20%	11%	0.4	48	i	-6%	·	0.0%	16%
16	CC(C)CNC(C(=O)Nc1ccc([N+](=O)[O-])cc1Br)c1ccccc1 (stereo not drawn)	-5%	13%	-11%	4.7	72	i	19%	-13%	-0.1%	-10%
17	Cn1c(=O)cc(Nc2ccccc2)c2c(=O)n(-c3ccccc3)c(=O)n(-c3ccccc3)c21	7%	8%	-2%	0.1	51	i	0%	-3%	-0.1%	5%
18	CC(C)CCN1CCN(Cc2ccc3nsnc3c2)CC1CCO (stereo not drawn)	0%	2%	-3%	-1.4	80	i	4%	-4%	0.4%	4%
19	CC(C)C(=O)Nc1ncc(Cc2cccc(Cl)c2)s1	-4%	12%	-2%	6.5	53	i	2%	1%	-0.1%	14%
20	COc1ccc(N2CCN(CC(=O)Nc3ccc(C)c(C)c3)CC2)cc1	-4%	0%	-4%	-0.5	56	·	29%	0%	0.3%	31%
21	Cc1c(C(=O)OCC(=O)NCc2ccccc2)oc2ccccc12	·	·	·	-1.0	51	·	2%	-4%	·	13%
22	Cc1ccc(S(=O)(=O)NCCc2cccs2)cc1	-1%	-6%	1%	0.0	49	i	8%	-14%	0.6%	6%
23	CC1(C)CC(=O)c2sc(NS(=O)(=O)c3ccc([N+](=O)[O-])cc3)nc2C1	-8%	12%	3%	-0.6	56	·	7%	-6%	0.6%	26%
24	O=S(=O)(c1cccc2nsnc12)N1CCN(c2ccccc2F)CC1	22%	-1%	7%	-0.4	33	i	3%	0%	-0.2%	18%
25	Cc1ccc(NC(=O)C2CCN(c3ncnc4sc(C)c(C)c34)CC2)cc1S(=O)(=O)N(C)C	·	·	·	4.1	75	·	5%	-15%	·	13%
26	COCCCN(C(=O)C(C)Oc1ccc(Br)cc1)c1c(N)n(Cc2ccccc2)c(=O)[nH]c1=O (stereo not drawn)	·	·	·	0.5	69	·	8%	-5%	·	6%
27	CCOC(=O)N1CCN(C(=O)C2CCN(c3ncnc4c3sc3cccc(F)c34)CC2)CC1	6%	-15%	13%	2.2	37	i	16%	-10%	-0.1%	-19%
28	CC1CC(C)CN(C(=O)c2cc3ccccc3o2)C1 (stereo not drawn)	·	·	·	-0.3	62	·	2%	1%	·	21%
29	COc1ccccc1-c1cc(C(F)(F)F)nc(N2CCCC2)n1	2%	13%	0%	1.3	111	i	6%	-5%	-0.1%	-3%
30	O=C(Nc1ccccc1)c1ccc2snnc2c1	-16%	-1%	6%	2.0	71	i	10%	7%	-0.1%	8%
31	CN(C)S(=O)(=O)c1ccc(N=Cc2c(C(F)(F)F)[nH]n(C)c2=O)cc1	-5%	6%	-1%	0.3	103	i	6%	-1%	0.3%	10%
32	N#C/C(=N\Nc1cccc(F)c1)C(=N)N1CCCCCC1	-13%	2%	13%	-1.1	23	i	15%	-11%	-0.5%	-2%
33	CCOc1ccccc1OCCC(=O)OCC(=O)Nc1c(C)cc(C)cc1C	·	·	·	-1.0	61	·	4%	-12%	·	17%
34	COc1ccc(-n2c(-c3ccc(F)cc3)cnc2SCC(=O)NCc2ccco2)cc1	3%	4%	1%	2.9	49	i	0%	-2%	0.1%	0%
35	COCCNC(=O)Cn1cc(S(=O)(=O)N2CCN(c3ccccc3F)CC2)c2ccccc2c1=O	-4%	0%	18%	-0.2	47	i	3%	6%	0.6%	21%
36	O=C(N/N=C/c1ccccc1F)c1ccccc1OCc1ccccc1	6%	6%	-3%	16	51	·	4%	1%	0.4%	6%
37	CCc1ccc(C(=O)Cn2ncc(Cl)c(Cl)c2=O)cc1	3%	5%	10%	3.9	26	i	13%	1%	0.7%	6%
38	COc1cccc(NC(=O)Cc2nnc(SCCOc3ccccc3)n2C)c1	-1%	5%	4%	-1.1	42	i	7%	-8%	-0.1%	3%
39	COc1cc(NC(=O)c2cccc(Cl)c2)ccc1NC(=O)c1cccs1	-3%	4%	15%	5.2	62	i	14%	-6%	0.2%	2%
40	CCOC(=O)c1cc(CC)sc1/N=C/C1=C(O)CC(C)(C)CC1=O	4%	-3%	-7%	2.2	57	i	1%	-9%	0.1%	33%
41	c1cc(-c2noc(CCC3CCCC3)n2)ccn1	8%	12%	0%	-1.6	50	i	5%	-10%	-0.1%	2%
42	O=C(O)C1=C[C@H](c2ccc(C(F)(F)F)cc2)C[C@H](OCc2ccc(CO)cc2)O1	-8%	11%	13%	0.9	109	i	8%	4%	0.2%	3%
43	COc1ccc(/C=N/n2c(=O)[nH]c3c([nH]c4ccc(C)cc43)c2=O)cc1CN1CCOCC1	-2%	11%	8%	·	·	i	8%	-3%	-0.2%	21%
44	Cc1ccc(C)c(NC(=S)NNC(=O)c2ccc(Br)o2)c1	8%	15%	-4%	1.9	72	·	0%	-6%	-0.1%	14%
45	CCCC(=O)NC(NC(=S)Nc1c(C)n(C)n(-c2ccccc2)c1=O)C(Cl)(Cl)Cl (stereo not drawn)	13%	9%	-14%	2.4	45	i	18%	-1%	0.8%	3%
46	O=C(NC(=S)NCC1CCCO1)c1ccc([N+](=O)[O-])cc1 (stereo not drawn)	·	-5%	-14%	0.5	44	i	5%	0%	-0.3%	6%

15 structures already listed, arranged by formula weight, rising:
#	smiles	GPR35 antagonists	GPR55 LPI antagonism	AID2073	NTR1 agonist	NTR1 agonist cell count 20 µM	Yfh1-off respiration	Rac1 GTP hydrolysis	NS5 inhibitors	GPR55 activation	Large T inhibition
41	c1cc(-c2noc(CCC3CCCC3)n2)ccn1	8%	12%	0%	-1.6	50	i	5%	-10%	-0.1%	2%
30	O=C(Nc1ccccc1)c1ccc2snnc2c1	-16%	-1%	6%	2.0	71	i	10%	7%	-0.1%	8%
32	N#C/C(=N\Nc1cccc(F)c1)C(=N)N1CCCCCC1	-13%	2%	13%	-1.1	23	i	15%	-11%	-0.5%	-2%
46	O=C(NC(=S)NCC1CCCO1)c1ccc([N+](=O)[O-])cc1 (stereo not drawn)	·	-5%	-14%	0.5	44	i	5%	0%	-0.3%	6%
37	CCc1ccc(C(=O)Cn2ncc(Cl)c(Cl)c2=O)cc1	3%	5%	10%	3.9	26	i	13%	1%	0.7%	6%
29	COc1ccccc1-c1cc(C(F)(F)F)nc(N2CCCC2)n1	2%	13%	0%	1.3	111	i	6%	-5%	-0.1%	-3%
36	O=C(N/N=C/c1ccccc1F)c1ccccc1OCc1ccccc1	6%	6%	-3%	16	51	·	4%	1%	0.4%	6%
40	CCOC(=O)c1cc(CC)sc1/N=C/C1=C(O)CC(C)(C)CC1=O	4%	-3%	-7%	2.2	57	i	1%	-9%	0.1%	33%
44	Cc1ccc(C)c(NC(=S)NNC(=O)c2ccc(Br)o2)c1	8%	15%	-4%	1.9	72	·	0%	-6%	-0.1%	14%
31	CN(C)S(=O)(=O)c1ccc(N=Cc2c(C(F)(F)F)[nH]n(C)c2=O)cc1	-5%	6%	-1%	0.3	103	i	6%	-1%	0.3%	10%
33	CCOc1ccccc1OCCC(=O)OCC(=O)Nc1c(C)cc(C)cc1C	·	·	·	-1.0	61	·	4%	-12%	·	17%
38	COc1cccc(NC(=O)Cc2nnc(SCCOc3ccccc3)n2C)c1	-1%	5%	4%	-1.1	42	i	7%	-8%	-0.1%	3%
43	COc1ccc(/C=N/n2c(=O)[nH]c3c([nH]c4ccc(C)cc43)c2=O)cc1CN1CCOCC1	-2%	11%	8%	·	·	i	8%	-3%	-0.2%	21%
45	CCCC(=O)NC(NC(=S)Nc1c(C)n(C)n(-c2ccccc2)c1=O)C(Cl)(Cl)Cl (stereo not drawn)	13%	9%	-14%	2.4	45	i	18%	-1%	0.8%	3%
35	COCCNC(=O)Cn1cc(S(=O)(=O)N2CCN(c3ccccc3F)CC2)c2ccccc2c1=O	-4%	0%	18%	-0.2	47	i	3%	6%	0.6%	21%

Source: PubChem BioAssay (several laboratories)
